Screens as filed in PubChem.
SENP1 FRET inh = blocks the human SENP1 SUMO protease catalytic domain; recombinant SENP1 catalytic domain, CyPet-SUMO1-YPet FRET cleavage; 0.21% of 360,000 active; inhibition, % at 10 µM; Q9P0U3;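 active = inhibition at least 30% at 10 µM, raw YFP signal under a set limit, fluorescence ratio 0.5 to 1.5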;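 also: 0% = enzyme with DMSO and 100% = no enzyme wells; some results filed as inactive read as strong as hits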
Target sequence (Q9P0U3 419-644 limits assumed): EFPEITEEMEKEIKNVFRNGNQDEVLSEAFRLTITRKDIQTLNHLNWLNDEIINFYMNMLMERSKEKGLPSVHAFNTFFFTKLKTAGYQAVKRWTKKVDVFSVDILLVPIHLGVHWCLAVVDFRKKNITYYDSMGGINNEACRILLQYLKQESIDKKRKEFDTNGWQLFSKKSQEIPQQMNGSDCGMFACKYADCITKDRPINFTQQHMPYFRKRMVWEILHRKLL
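system = hSENP1 catalytic domain, recombinant | reagent = SFCypet-SUMO1-SFYpet substrate at 25 nM | doses = one dose per compound, 10 µM, 0.5% DMSO | incubation = enzyme reaction for 50 min at room temperature, dark | measured by = FRET, CFP and YFP emission | controls = no-enzyme low, enzyme-DMSO high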
SENP8 block = blocks human SENP8 cleavage of Nedd8 substrate | recombinant SENP8, Nedd8 substrate fluorescence | 0.64% of 360,000 active | Q96LD8 | inhibition, % at 20 µM | AID 602440; in the data active = inhibition mostly above about 40%, no sharp cut-off; inactive = mostly below about 27%
Target sequence (Q96LD8 whole entry, looked up): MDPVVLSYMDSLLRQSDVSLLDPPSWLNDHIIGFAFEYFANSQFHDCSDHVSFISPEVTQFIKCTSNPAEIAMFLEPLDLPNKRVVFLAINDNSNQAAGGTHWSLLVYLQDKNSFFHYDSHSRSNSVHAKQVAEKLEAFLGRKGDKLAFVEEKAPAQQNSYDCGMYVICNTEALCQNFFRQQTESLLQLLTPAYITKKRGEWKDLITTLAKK
* marks the source's active call; other numbers are inactive results; i = inactive. Not all compounds are listed, so the mix of outcomes need not match the whole.

Screens in order – SENP8 block, SENP1 FRET inh
COC(=O)[C@]12CCCCC=C1N(Cc1ccccc1)C(=O)[C@H](CC(=O)N1CCC(c3ccccc3)CC1)C2
    26, 2
CCCNC(=O)c1cc(C2CCCN(S(=O)(=O)c3ccccc3)C2)on1 (stereo not drawn)
    4, 0
c1csc(-c2ccc3nncn3c2)c1
    -54, -59
COC(=O)[C@]12CCCCC=C1N(CCC1=CCCCC1)C(=O)[C@H](CC(=O)N1CCCC1)C2
    8, 0
Cc1c(C(=O)NCc2ccccc2C(F)(F)F)sc(=O)n1Cc1ccc(S(=O)(=O)N(C)C)cc1
    5, 2
CC(=NOC(=O)c1ccc(Cl)cc1)c1nccs1
    1, 4
CCCS(=O)(=O)NC(=O)C1(C)CCN(C(=O)COc2ccc(Cl)cc2Cl)C1 (stereo not drawn)
    12, 0
O=C(c1ccco1)N(Cc1cccnc1)C(c1ccccc1)c1nc2ccccc2[nH]1 (stereo not drawn)
    -1, -3
CC1(C(=O)Nc2ccc(F)c(Cl)c2)Cc2c(-c3cccc(C(N)=O)c3)ccnc2O1 (stereo not drawn)
    9, 0
CC(=O)N1c2ccc(S(=O)(=O)N3CCCC(C(=O)Nc4ccc(C)cc4)C3)cc2CC1C (stereo not drawn)
    17, 3

(more compounds)
Screens in order – SENP8 block, SENP1 FRET inh
CCOC(=O)C1=CCN(S(=O)(=O)c2ccc(F)cc2)C1c1ccc(Cl)c(Cl)c1 (stereo not drawn)
    25, 1
CC(C)(C)Cc1c(-c2cccc(Br)c2)nc2ccc(Cl)cn12
    -50, 20
Cc1ccc([C@@H]2CC(=O)[C@@H]3CN(S(=O)(=O)c4ccc(C)cc4)[C@H](c4ccccc4F)C[C@@H]3N2S(=O)(=O)c2ccc(Cl)cc2)cc1
    9, -1
CCCC(=O)N1CCCC1(C)C(=O)Nc1ccc(OC(F)F)cc1 (stereo not drawn)
    16, -1
Cc1ccccc1-c1cc2nc(Oc3cccc(F)c3)n(C)c(=O)c2s1
    30, 2
COc1cccc(CNc2nc(NCc3cccs3)nc3ccsc23)c1
    -22, 2
CN(C)CCCNc1nc2cc(-c3ccn[nH]3)sc2c(=O)n1C
    -33, 0
CN(C)c1ccc(-c2ccnc3c2CC(C)(C(=O)Nc2cccc(OC(F)(F)F)c2)O3)cc1 (stereo not drawn)
    i, -1
CN(C)C1CN(Cc2cn(Cc3ccc(F)cc3)nn2)S(=O)(=O)C1 (stereo not drawn)
    19, -1
Cn1nccc1-c1coc2c(C(=O)NCC3CCOCC3)cccc12
    6, -1

Additional structures:
Screens in order – SENP8 block, SENP1 FRET inh
Cc1cccc(C)c1NC(=O)CN1CCN(C/C=C/c2ccccc2)CC1
    18, 3
Cc1ccc(S(=O)(=O)NC(=O)C2(C)CCN2C(=O)c2ccccc2CCc2ccccc2)nc1 (stereo not drawn)
    10, -1
OC(c1cc(Cl)cc(Cl)c1)c1ncc(-c2ccccc2F)[nH]1 (stereo not drawn)
    5, 2
CCOC(=O)[C@]12CCC=C1N(Cc1cccc3ccccc13)C(=O)[C@H](CC(=O)NCc1ccccc1)C2
    10, -1
Cc1cccc(C)c1-n1nnnc1C(c1cccc2ccccc12)N1CCN(C/C=C/c2ccccc2)CC1 (stereo not drawn)
    17, 1
CCCC(=O)N1CCC1(C)C(=O)Nc1ccc2nc(C)ccc2c1 (stereo not drawn)
    -16, 1
COc1cccc(C(O)c2ncc(-c3cccc4ccccc34)[nH]2)c1 (stereo not drawn)
    -326, 0
CS(=O)(=O)N1CCCCC1c1cc(C(=O)Nc2cccc(C#N)c2)no1 (stereo not drawn)
    6, 2
COCCN1C[C@@H](CO)O[C@@H](n2cnc3c(NCc4ccc(F)cc4)ncnc32)C1
    8, -1
CCCc1nc2c(C)cc(Br)cn2c1Cc1ccsc1
    -25, -1

More results follow.
Screens in order – SENP8 block, SENP1 FRET inh
Cc1ccc(-c2nc3c(Cl)cc(C(F)(F)F)cn3c2Cc2cccc(Cl)c2)cc1
    -348, -9
c1ccc(COc2cccc(-c3cc4nc(NCCCn5ccnc5)ccn4n3)c2)cc1
    -497, 1
COc1ccc(-c2ccc(C(=O)Nc3cccc(C(F)(F)F)c3)c3occc23)c(C)c1
    i, -1
CC(C)COC(=O)N1CCCCC1c1cc(C(=O)NCc2ccc(F)cc2)no1 (stereo not drawn)
    14, 2
Cc1cc(C)nc(Nc2nc(C(N)Cc3ccc(C(F)(F)F)cc3)cs2)n1 (stereo not drawn)
    -9, 0
COc1ccc(CN2C(=O)c3ccccc3C2c2nnnn2-c2ccc3c(c2)OCCO3)cc1OC (stereo not drawn)
    1, 0
CCc1ccc([C@@H]2C[C@H]3[C@@H](CN2S(=O)(=O)c2ccc(C)cc2)C(=O)C[C@@H](c2ccc(Cl)cc2)N3S(=O)(=O)c2ccc(C)cc2)cc1
    22, 2
O=C(Nc1ccc2c(c1)OCO2)c1cc(C2CCCCN2C(=O)CCCc2ccccc2)on1 (stereo not drawn)
    12, 0
O=C1c2ccccc2C(c2nnnn2-c2ccc3c(c2)OCCO3)N1Cc1cccnc1 (stereo not drawn)
    33, -5
COc1cc(C(=O)N2CCCCC2c2cc(C(=O)Nc3ccccc3Cl)no2)cc(OC)c1C (stereo not drawn)
    3, -1

(cont.)
Screens in order – SENP8 block, SENP1 FRET inh
O=C1NC[C@H](CCCCN2C[C@H](Cc3ccc(O)cc3)N(CCc3ccc(O)cc3)C(=O)C2=O)N(CCc2ccccc2)C1=O
    5, 1
CCOC(=O)[C@]12CCCC=C1N(Cc1ccco1)C(=O)[C@H](CC(=O)NCc1ccccc1)C2
    13, -1
c1csc(CNc2ccn3nc(-c4ccc(OCCN5CCOCC5)cc4)cc3n2)c1
    i, -5
Nc1nc(Cl)nc2c1ncn2C1CCC(CO)O1 (stereo not drawn)
    10, -3
Cc1ccc(S(=O)(=O)/C=C2\OCc3ccccc32)cc1
    13, -2
COC(=O)[C@@]1(Cc2ccc(OC)cc2)[C@H]2c3cc(C(=O)N4CCCC4)n(Cc4ccc(OC(F)(F)F)cc4)c3C[C@H]2CN1C(=O)c1ccccc1
    1, -2
Cc1nc2c(OCCOc3ccccc3)cccn2c1N(C)C(=O)CCC1CCCC1
    3, -3
COC(=O)C1=CN(c2ccc(N3CCOCC3)cc2)C(N)=C(C#N)C1c1ccccc1 (stereo not drawn)
    -66, -3
COc1ccc(CCN2C(=O)CSCC2(C)C(=O)Nc2ccc3c(c2)OCCO3)cc1OC (stereo not drawn)
    39, 1
COc1cccc(-c2cc3nc(NCc4ccccc4OC)n(C)c(=O)c3s2)c1
    -129, -1

The results go on.
Screens in order – SENP8 block, SENP1 FRET inh
O=C(NCc1ccc(F)cc1)c1cc(C2CCCCN2S(=O)(=O)c2ccc(F)cc2F)on1 (stereo not drawn)
    19, 1
Brc1cccc(-c2nc3ccc(Br)cn3c2Cc2ccsc2)c1
    1, -4
CC(C)c1ccc(NC(=O)Nc2nc(C(N)C(C)C)cs2)cc1 (stereo not drawn)
    18, 1
Cc1ccc(CNC(=O)/C=C/[C@H]2O[C@@H](n3cc(C)c(=O)[nH]c3=O)C[C@@H]2O)o1
    29, 2
Nc1ccc(-c2cc(NC=O)c3ncc(-c4cccc(C(F)(F)F)c4)n3c2)cn1
    -362, -5
COc1ccc(/C=C/c2cc(O)cc(O[C@@H]3O[C@H](CO)[C@@H](O)[C@H](O)[C@H]3O)c2)cc1O
    -392, -2
Cc1ccc(CNC(=O)OC2CC3CC2[C@H]2CCCCN2C3=O)cc1 (stereo partly drawn)
    12, 1
CCOc1ccccc1CN1[C@@H](c2ccc(OC)cc2)CC(C(=O)OC)(C(=O)OC)[C@H]1c1ccccc1
    5, 1
COc1cccc(CNC(=O)[C@@H]2CCCN2C(=O)[C@@H]2CCCN2C(=O)c2c(F)cccc2F)c1
    19, 1
CCCCNC(=O)C1(C)CCCCN1CC(=O)c1ccc(OC)cc1 (stereo not drawn)
    -32, -16

The listing continues:
Screens in order – SENP8 block, SENP1 FRET inh
Cc1cccc(C)c1NC(=O)C(c1ccc(C#N)cc1)n1c(=O)c(-c2ccccc2)nc2ccccc21 (stereo not drawn)
    -366, -1
CC1(C(=O)NS(=O)(=O)c2ccccc2Cl)CCN1C(=O)c1ccccc1 (stereo not drawn)
    30, -1
COc1cc(OC)cc(C2=Cc3ccccc3C(CC(C)=O)N2c2ccc(C#CCCO)cc2)c1 (stereo not drawn)
    -389, -6
CN(C)CCN(C)C1CN(Cc2ccccc2)S(=O)(=O)C1 (stereo not drawn)
    24, 1
CC(C)NC(=O)c1cc(C2CCCCN2C(=O)CCCc2ccccc2)on1 (stereo not drawn)
    15, 2
CC(O)(c1ccc(F)c(F)c1)c1nc(-c2cccc(F)c2)cs1 (stereo not drawn)
    18, 1
CCCCC[C@@H]1[C@@H]2C(=C(OCC)C[C@@H]3C(=O)N(c4ccccc4)C(=O)[C@H]23)[C@H](c2ccccc2)N1S(=O)(=O)c1ccc(C)cc1
    14, 3
COc1ccc(C2=Nc3ccccc3NC(=O)C2N(C(=O)c2cnc(C)cn2)c2ccc(N3CCOCC3)cc2)cc1 (stereo not drawn)
    -1, 2
CN(C)CCNc1ncnc2c1ncn2[C@H]1CN(Cc2ccc3c(c2)OCO3)C[C@@H](CO)O1
    15, 0
CC1Cc2[nH]c(=S)[nH]c(=O)c2C(c2ccc(F)cc2)O1 (stereo not drawn)
    6, 0

An excerpt from above in order of the SENP1 FRET inh value, highest first:
Compound	SENP1 FRET inh
CCCCC[C@@H]1[C@@H]2C(=C(OCC)C[C@@H]3C(=O)N(c4ccccc4)C(=O)[C@H]23)[C@H](c2ccccc2)N1S(=O)(=O)c1ccc(C)cc1	3
CC(C)NC(=O)c1cc(C2CCCCN2C(=O)CCCc2ccccc2)on1 (stereo not drawn)	2
CN(C)CCN(C)C1CN(Cc2ccccc2)S(=O)(=O)C1 (stereo not drawn)	1
CC1Cc2[nH]c(=S)[nH]c(=O)c2C(c2ccc(F)cc2)O1 (stereo not drawn)	0
COc1cc(OC)cc(C2=Cc3ccccc3C(CC(C)=O)N2c2ccc(C#CCCO)cc2)c1 (stereo not drawn)	-6

Other results.
Screens in order – SENP8 block, SENP1 FRET inh
COC(=O)[C@]12CCCCC=C1N(Cc1ccccc1)C(=O)[C@H](CC(=O)NCC13CC4CC(CC(C4)C1)C3)C2
    16, 1
C[N+](C)(C)CCN1C(=O)c2ccccc2C1=O
    -2, 0
CN1OC[C@@H]2CN(C(=O)CCc3ccccc3)[C@H](c3ccc(-n4ccnc4)cc3)C[C@@H]21
    14, 1
CSc1ccc(C(O)c2ncc(-c3ccc(F)cc3)[nH]2)cc1 (stereo not drawn)
    -2, -1
CCCCC[C@H](C)N1C[C@H](COCc2ccccc2)Oc2cc(N3CCC[C@@H]3COC)ccc2S1(=O)=O
    -6, 1
CCOc1ccc(CCN2C(=S)N([C@@H](Cc3ccc(O)cc3)CN3CCC[C@@H]3CN3C(=S)NC[C@@H]3Cc3ccccc3)C[C@@H]2Cc2ccccc2)cc1
    14, -1
CCCC(=O)N1CCC1(C)C(=O)NS(=O)(=O)c1cccc(C)c1 (stereo not drawn)
    26, 1
CCCC(=O)N1CCCC1(C)C(=O)Nc1cccc(OC(C)C)c1 (stereo not drawn)
    0, 0
Cc1ccc(NC(=O)C2(C)CCN2Cc2csc3ccccc23)cc1 (stereo not drawn)
    25, -1
COc1cc(-c2cnc3c(NC(C)=O)cc(-c4ccccc4CN(C)C)cn23)cc(OC)c1OC
    -493, -2

(cont.)
Screens in order – SENP8 block, SENP1 FRET inh
Cc1ccc(CNc2ncnc3ccc(-c4ccc(CO)o4)cc23)o1
    -330, -12
CCN(CC)C(=O)c1cccc(-c2csc(C(O)c3cccc(Cl)c3)n2)c1 (stereo not drawn)
    -2, 1
CNc1cc(-c2ccc(OC)nc2)ncn1
    -43, 2
C=CCOc1cccn2c(N(C=O)Cc3ccc(OC)cc3)c(CC)nc12
    9, -8
Cc1cccc(C)c1-n1nnnc1C1c2ccccc2C(=O)N1CCc1ccc(O)cc1 (stereo not drawn)
    19, -1
c1cnn2c(-c3ccc4c(c3)CCO4)cnc2c1
    i, -30
CC1Cc2[nH]c(=S)[nH]c(=O)c2C(c2ccc(C(C)C)cc2)O1 (stereo not drawn)
    13, 1
CCc1nc2c(OCCC3CCCCC3)cccn2c1N(C)C(=O)c1ccncc1
    14, 2
COc1cccc(C(NC(C)=O)c2nc(-c3ccccc3C)cs2)c1 (stereo not drawn)
    14, -3
COCCCN1C(=O)C(CC(=O)NC(c2ccccc2)c2ccccc2)CC(C(=O)N(C(C)C)C(C)C)=C1C (stereo not drawn)
    27, -1

The list continues.
Screens in order – SENP8 block, SENP1 FRET inh
O=C(NCc1ccc2c(c1)OCO2)c1[nH]c(C(F)(F)F)nc1-c1ccccc1
    18, 3
CN1OC[C@@H]2CN(C(=O)CCc3ccccc3)[C@H](c3ccc(N4CCCCC4)cc3)C[C@@H]21
    10, 2
CCOC(=O)[C@]12CCC=C1N(Cc1ccc(Cl)cc1Cl)C(=O)[C@H](CC(=O)NCC1CCCCC1)C2
    5, 2
COC(=O)[C@]12CCCCC=C1N(CCc1ccc(OC)c(OC)c1)C(=O)[C@H](CC(=O)NCc1ccc(C)o1)C2
    15, 0
CCCCCCCCN1C(=O)[C@H](CC(=O)N2CCN(C(=O)c3ccco3)CC2)C[C@@]2(C(=O)OCC)CCCC=C12
    6, 2
O=C1NC[C@H](CCCCN2CCN(Cc3ccccc3)C(=O)C2=O)N(CCc2ccc(O)cc2)C1=O
    11, 2
CC(C)N1CCCC(C)(C(=O)Nc2ccccc2)C1 (stereo not drawn)
    14, -1
CS(=O)(=O)n1c2ccccc2c(=O)n1-c1ccccc1CCl
    14, 0
Clc1ccc(-c2nc3c4ccccc4ccn3c2Cc2cccc(Cl)c2)cc1
    -307, -41
